Vc quorum ag: inducers of Vibrio cholerae quorum light production without autoinducers, primary screen, BH1578 luxS cqsA deficient, single point; V. cholerae BH1578 lux reporter, luminescence, 6 h; activation, % at 18.7 µM; 350,000 tested, 0.16% active; in the data active means activation mostly above about 9.7%, no sharp cut-off; inconclusive means no clear call, values can overlap the other calls; inactive means mostly below about 3.7%; further: not every result past the cut was called active; inactives centre near 0; reference of the scale not given here
SSB-PriA inh: inhibitors of Klebsiella pneumoniae PriA binding to SSB C-terminal tail, primary screen, biochemical, AlphaScreen. inhibition, % at 33 µM. AID 1272365, 2023. AlphaScreen SSBct-PriA binding, biotinylated peptide. PriA–SSB C-terminal tail interaction (Klebsiella pneumoniae). 430,000 tested, 0.6% active; in the data active means inhibition mostly above about 37%, no sharp cut-off; inactive means mostly below about 20%;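 further: plate controls were negative control peptide for no effect and reference peptide for full effect; strong numbers were not always called active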
MazF activator: activators of E. coli MazEF toxin-antitoxin RNase, primary screen, biochemical, fluorescence, uHTS; 350,000 tested, 0.32% active; FAM/BHQ RNA-DNA oligo cleavage fluorescence, 5 h; Endoribonuclease toxin MazF (Escherichia coli (strain K12)), P0AE70; AID 504720, 2011; activation, % at 20 µM; in the data active means activation above about 50%
Target sequence (P0AE70 whole entry, looked up): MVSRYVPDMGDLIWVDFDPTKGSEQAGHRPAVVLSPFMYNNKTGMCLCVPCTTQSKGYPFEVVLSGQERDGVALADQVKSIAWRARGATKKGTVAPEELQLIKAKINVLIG
GDH-TPI inh: GDH-TPI coupling enzyme inhibitors, primary screen, artefact control for M. tuberculosis FBA inhibitor project, biochemical, absorbance, full deck. AID 588335, 2011. 360,000 tested, 1.2% active. inhibition, % at 4.8 µM. GDH-TPI coupled enzyme counterscreen, NADH absorbance; in the data active means inhibition above about 30%;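 further: 0% = DMSO wells and 100% = wells lacking the enzyme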
3CLpro inhibitor: SARS-CoV 3CLpro protease inhibitors, primary screen, biochemical, quenched FRET; inhibition, % at 6 µM; 290,000 tested, 0.14% active; recombinant SARS-CoV 3CLpro, quenched FRET peptide cleavage; AID 1706, 2009; in the data active means inhibition above about 12%
Mtb FBA inh: Mtb FBA enzyme inhibitors, primary screen, biochemical, fluorescence, strain H37Rv. 360,000 tested, 2.3% active. inhibition, % at 1 µM. Fructose-bisphosphate aldolase (Mycobacterium tuberculosis (strain ATCC 25618 / H37Rv)), …. purified M. tuberculosis FBA, fluorescence read-out. AID 588726, 2011; in the data active means inhibition above about 27%;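 further: 0% = vehicle and 100% = reference inhibitor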
Target sequence (P9WQA3 whole entry, looked up): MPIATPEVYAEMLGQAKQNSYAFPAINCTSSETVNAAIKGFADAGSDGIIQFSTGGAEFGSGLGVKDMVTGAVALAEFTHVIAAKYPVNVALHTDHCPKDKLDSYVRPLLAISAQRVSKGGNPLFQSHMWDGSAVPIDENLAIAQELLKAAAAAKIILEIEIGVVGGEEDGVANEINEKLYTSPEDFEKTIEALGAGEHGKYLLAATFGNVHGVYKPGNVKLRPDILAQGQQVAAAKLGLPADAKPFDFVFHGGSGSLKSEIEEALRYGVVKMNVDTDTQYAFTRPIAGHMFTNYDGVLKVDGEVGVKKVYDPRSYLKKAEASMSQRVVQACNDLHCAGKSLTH
Mtb UGM inh: M. tuberculosis UGM enzyme inhibitors, primary screen, biochemical, fluorescence polarization, single point; UDP-galactopyranose mutase (Mycobacterium tuberculosis (strain ATCC 25618 / H37Rv)), …; purified UGM, fluorescence polarization probe displacement; inhibition, % at 10 µM; 320,000 tested, 0.06% active; AID 504406, 2011; in the data active means inhibition above about 10%, passing the limit was not always enough; inconclusive means no clear call, values can overlap the other calls
Target sequence (P9WIQ1 whole entry, looked up): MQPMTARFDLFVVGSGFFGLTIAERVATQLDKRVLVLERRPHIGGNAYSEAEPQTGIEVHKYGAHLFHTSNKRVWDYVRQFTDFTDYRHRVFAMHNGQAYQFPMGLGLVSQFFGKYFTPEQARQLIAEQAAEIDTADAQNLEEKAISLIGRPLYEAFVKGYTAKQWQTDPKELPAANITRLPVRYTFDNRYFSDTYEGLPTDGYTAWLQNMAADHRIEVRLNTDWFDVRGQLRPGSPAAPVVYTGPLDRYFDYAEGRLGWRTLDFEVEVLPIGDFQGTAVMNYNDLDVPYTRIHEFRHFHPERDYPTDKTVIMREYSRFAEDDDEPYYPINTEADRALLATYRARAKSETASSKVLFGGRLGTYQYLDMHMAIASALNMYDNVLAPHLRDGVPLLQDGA
VHR inh abs: VHR1 phosphatase inhibitors, primary screen, biochemical, absorbance, uHTS | Dual specificity protein phosphatase 3 (Homo sapiens), P51452 | recombinant VHR phosphatase, pNPP absorbance | inhibition, % at 13.3 µM | 290,000 tested, 0.52% active; in the data active means inhibition above about 50%; further: some compounds called inactive have numbers as strong as hits
Target sequence (P51452 whole entry, looked up): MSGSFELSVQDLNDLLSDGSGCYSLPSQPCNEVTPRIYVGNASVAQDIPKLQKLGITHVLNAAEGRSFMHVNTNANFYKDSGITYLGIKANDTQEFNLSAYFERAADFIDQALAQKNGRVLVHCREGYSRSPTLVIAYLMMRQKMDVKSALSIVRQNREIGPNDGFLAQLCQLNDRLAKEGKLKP
Rv3671c protease: Rv3671c serine protease inhibitors, primary screen, biochemical, fluorescence polarization, M. tuberculosis H37Rv. inhibition, % at 5.96 µM. P9WHR9. AID 2606, 2010. 320,000 tested, 0.048% active; in the data active means inhibition above about 38%;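 further: extracellular domain of Rv3671c used as enzyme; 0% = enzyme with DMSO and 100% = no enzyme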
Mtb BioA inh: M. tuberculosis BioA enzyme inhibitors, primary screen, biochemical, plate reader, single point, HTS; 7,8-diaminopelargonic acid synthase BioA (Mycobacterium tuberculosis); purified M. tuberculosis BioA enzyme; inhibition, % at 9.99 µM; 360,000 tested, 0.096% active; in the data active means inhibition above about 40%; inconclusive means no clear call, values can overlap the other calls
Starred values were filed as active, the others as inactive; i = inactive; ? = inconclusive; . = not tested or not shown; & = joins results of further samples. Only part of the results is shown (hit frequency here may not be typical).

SMILES	Vc quorum ag	SSB-PriA inh	MazF activator	GDH-TPI inh	3CLpro inhibitor	Mtb FBA inh	Mtb UGM inh	VHR inh abs	Rv3671c protease	Mtb BioA inh
Cc1nc(=O)c(-c2ccccc2)c(C)n1CC1CCCO1 (configuration not stated)	.	-10	0	-14	-5	0	0.8	26	2	1.2
O=c1[nH]c(-c2ccccn2)nc2sc(-c3ccccc3)cc12	.	-13	8	10	-2	25	.	6	.	.
O=C(NCCc1nnc2ccc(N3CCCC3)nn12)c1ccccc1	i	1	-2	11	-5	-2	0.8	-7	3	-0.9
O=C(NCc1ccccc1)/C(=C/c1ccc(OC(F)F)cc1)c1ccccc1	-0.7	-40	-8	-6	0	-4	-0.6	22	-11	-0.9
Cc1cc(=O)cc(C)n1-c1ccc(O)cc1	i	-14	2	0	-3	-1	0.6	12	7	.
CC(=O)OCc1ccccc1Sc1ccccc1C(=O)NCc1ccccc1	-0.4	-15	3	0	4	0	-1.6	1	2	.
CS(=O)(=O)N1CCCC(C(=O)NCCCN2CCOCC2)C1 (configuration not stated)	-0.6	-13	-2	5	5	1	-1.0	0	3	-1.2
CNC(=O)OCc1nc(SSC(C)(C)C)n(C)c1COC(=O)NC	2.0	-9	2	-6	.	-5	.	.	.	.
CCC(C)[C@H](NC(=O)N1CC(=O)Nc2ccccc21)C(=O)N[C@H](Cc1ccccc1)C(=O)O (some centres not stated)	-0.6	3	-8	3	-2	1	0.3	20	1	-0.4
Cc1cccc(C)c1NC(=O)CSCC(=O)c1ccc(O)c(O)c1	-0.1	-11	-1	14	-1	-2	3.9	8	12	1.6
COc1ccc(Cc2nc(-c3ccc(-n4cccc4)cc3)no2)cc1	-0.9	-8	-15	3	1	0	3.4	-1	0	-1.9
O=[N+]([O-])c1ccc(C2CNC(c3ccccc3)O2)cc1 (configuration not stated)	-0.3	-1	2	2	1	4	2.7	4	1	1.5
O=C(Cc1cccc2ccccc12)N/N=C/c1ccc(Sc2cccc3cccnc23)o1	.	i	.	.	5	.	1.5	-17	-20	.
C/C(=N\NC(=O)c1ccoc1C)c1ccccc1	i	.	0	4	6	0	0.9	-3	-5	-0.5
CN(CC(=O)Nc1ccccc1[N+](=O)[O-])Cc1ccc(Br)cc1	0.6	23	-8	1	3	0	1.3	4	4	-0.2
Cn1c(SCC(=O)NC2CCS(=O)(=O)C2)nc2ccccc21 (configuration not stated)	i	3	7	4	.	3	-1.0	.	6	-2.5
CCOc1ccc(C(=O)NCC(=O)OCc2c(F)cccc2Cl)cc1OCC	3.3	8	-6	0	0	3	-0.8	3	4	-2.8
CCCOc1ccc(/C=C/C(=O)N2CCN(c3ccccn3)CC2)cc1	-0.4	-8	-1	0	2	3	-0.6	23	4	.
CC(C)CCN1CCN(Cc2cccc3nonc23)CC1CCO (configuration not stated)	2.3	-16	1	5	-2	-3	8.3	-10	-3	1.0
O=C(N1CCN=C1SCc1cccnc1)C12CC3CC(CC(C3)C1)C2	25	-7&-8	-1	-14	0	6	-2.6	12	-1	1.7
CCCCN(C(=O)c1oc2ccc(OCC)cc2c1C)c1c(N)n(CC(C)C)c(=O)[nH]c1=O	i	9	-5	5	.	0	-5.0	.	-5	-3.2
COc1cccc(NC(=O)Cn2c(=O)n(-c3ccccc3)c(=O)c3oc4ccccc4c32)c1	i	-4	0	5	3	2	2.0	0	-4	.
CCN(CC)S(=O)(=O)c1ccc(C(=O)NC(=S)N2CCN(c3ccccc3O)CC2)cc1	-0.5	.	7	5	.	0	.	.	.	0.0
COc1cc(OC)cc(C(=O)NCC(=O)OCC(=O)N2c3ccccc3NC(=O)C2(C)C)c1	i	2	-7	4	0	8	-1.0	-8	5	.
COc1cc(C#Cc2c(-c3cncn3C)n(C)c3ccc(-c4ccc(OC)nc4)cc23)cc(OC)c1	-0.3	3	-5	14	.	8	-3.2	.	-4	-1.6
COc1cccc(NC(=O)CNCc2ccccc2)c1	-0.4	-7	-7	4	-2	-1	-2.6	4	2	-0.5
COc1ccc(C2N(c3ccccc3)C(=S)N3CCCN23)cc1 (configuration not stated)	-0.3	5	1	5	5	1	-2.6	5	13	-1.4
N#CC(c1ccccn1)(c1ncc(C(F)(F)F)cc1Cl)N1CCOCC1 (configuration not stated)	-1.8	-6	4	10	2	1	1.8	35	5	-0.5
CCOC(=O)CC(=O)CSc1nc2ccccc2c(=O)n1-c1ccc(C(=O)NCCOC)cc1	i	-5	2	15	0	-4	1.6	-1	-5	-0.4
COC(=O)CNC(=O)COC(=O)C(Cc1ccccc1)NC(=O)c1ccco1 (configuration not stated)	i	-7	6	-6	-4	-6	5.0	-17	3	-1.6
O=C(NCc1cccnc1)c1cc(C2CCCCN2S(=O)(=O)c2cccs2)on1 (configuration not stated)	-0.4	.	.	3	.	1	.	.	.	1.5
COc1ccc(CCNC(=O)c2cc3ccccc3oc2=O)cc1	0.7	0	1	17	6	0	2.0	16	1	-0.7
O=C(c1ccco1)N1CCN(S(=O)(=O)N2CCOCC2)CC1	i	-11	2	4	5	1	-0.5	6	-4	-1.2
CCCc1nc(SCC(=O)N2CCCCCC2)c2c(=O)n(C)c(=O)n(C)c2n1	.	.	.	.	-3	.	2.2	-20	-15	.
COc1cc(CNc2ccc(N3CCN(C(C)=O)CC3)cc2)ccc1OCc1ccccc1	-1.6	46	6	-6	-1	4	4.7	10	2	.
O=C1Nc2ccccc2SC1c1ccccc1Cl (configuration not stated)	i	-6	0	-4	.	-1	.	.	.	-1.2
CCc1nc2ccc(C(=O)NCCCN3CCCC3=O)cn2c1N(CC)CCOC	i	.	.	8	.	-3	.	.	.	1.1
CC(=O)N1CCC2(CC1)C(C#N)=C(N)Oc1c2sc2nc(C)cc(C)c12	i	-14	2	-1	-11	-3	-1.2	21	7	0.7
COc1ccccc1CNC(=O)C(=O)NCC1OCCCN1S(=O)(=O)c1cccs1 (configuration not stated)	0.0	11	-6	4	2	2	-0.7	32	8	-0.8
CSc1cccc(NC(=O)c2ccc(NC3=NC4CS(=O)(=O)CC4S3)cc2)c1 (configuration not stated)	0.1	-5	-1	4	-4	-3	1.8	17	5	-0.1
CCn1c(SCC(=O)N(C)c2c(N)n(Cc3ccccc3)c(=O)[nH]c2=O)nnc1-c1cccs1	1.7	.	6	-4	.	2	.	.	.	-0.8
CCC(C)[C@H](NC(=O)NCc1cccs1)C(=O)O (some centres not stated)	i	-14	-4	2	8	-1	2.8	17	3	-3.3
CNC(=O)N(O)C1N(/N=C/c2ccc(C)cc2)C(=S)SC1(C)C (configuration not stated)	-0.6	.	2	14	0	0	2.2	21	5	0.1
COc1cccc(/C=C/C(=O)OCC(=O)NC2CCCCCC2)c1	-0.5	.	0	3	.	26	.	.	.	-1.5
N=c1c(C(=O)NC2CCCCC2)cc2c(=O)n3ccccc3nc2n1Cc1ccccc1	-0.3	-4	7	0	-4	55*	?	11	-5	1.8
O=C(CSc1nnc(NC(=O)c2ccccc2[N+](=O)[O-])s1)NCC1CCCO1 (configuration not stated)	1.3	-1	4	5	1	1	0.3	4	-3	-0.5
CCCCn1c(N)c(N(CCOC)C(=O)c2cc(-c3ccncc3)nc3ccccc23)c(=O)[nH]c1=O	-0.4	-5	2	5	3	1	0.3	12	-10	0.5
O=C1/C(=C/c2cccnc2)SC(=S)N1c1ccccc1	-0.3	-5	-6	5	-4	-1	0.1	12	-7	.
CCCSc1cc(N2CCOCC2)nc(-c2ccccc2Cl)n1	.	-45	-5	-2	-1	-2	1.1	-13	-5	1.3
CCc1nnc(SCC(=O)Nc2ccc3c(c2)OCO3)n1CC	7.7	-1	4	-8	-5	0	-0.6	23	9	-1.3
Additional results.
SMILES	Vc quorum ag	SSB-PriA inh	MazF activator	GDH-TPI inh	3CLpro inhibitor	Mtb FBA inh	Mtb UGM inh	VHR inh abs	Rv3671c protease	Mtb BioA inh
COc1ccc(C)cc1NC(=O)c1ccc2c(=O)n3c(nc2c1)CCCCC3	i	-13	17	11	-1	9	-0.7	2	-2	0.1
Cc1[nH]n(-c2nc(-c3ccccc3)cc(=O)[nH]2)c(=O)c1CCO	-0.2	-5	-2	10	6	0	1.5	8	2	0.3
C=CCNC(=O)c1c(N)n(CCN2CCOCC2)c2nc3ccccc3nc12	i	-18	11	19	-3	51*	2.2	24	0	.
O=C(Nc1ccc(F)c(Cl)c1)C1Cc2c(-c3ccccc3Oc3ccccc3)ccnc2O1 (configuration not stated)	0.1	.	.	-1	.	-1	.	.	.	-0.3
CCCCSC(=O)Nc1ccccc1	0.8	-10	0	-3	4	-3	2.3	2	0	-0.8
O=C(NCc1cccnc1)c1cccc(S(=O)(=O)Nc2ccc(F)cc2)c1	-0.7	-4	-1	2	.	0	.	.	.	.
O=C(NCCc1ccccc1)C(c1cccs1)N(C(=O)CCl)c1ccc(Cl)cc1 (configuration not stated)	-0.4	0	-7	14	3	-2	-0.3	-9	-6	.
CCN(CC)CCCn1c(SCC(=O)NCC2CCCO2)nc2ccccc2c1=O (configuration not stated)	5.0	-4	1	-1	.	10	.	.	.	-3.5
O=C(N=Nc1c(O)[nH]c2ccc(Br)cc12)c1ccccc1-n1cccc1	-0.2	40	9	14	4	-2	-1.1	39	-52	-3.6
C#Cc1ccc([C@@H]2C=C(C(=O)NC3CC3)O[C@H](OCC)[C@H]2CCCO)cc1	i	-9	-4	-9	.	-3	-3.1	4	-3	1.4
COc1ccccc1NS(=O)(=O)c1cccc(C(=O)N/N=C(\C)c2ccc(-n3ccnc3)cc2)c1	-0.3	.	5	8	5	-3	1.2	-2	8	15
O=C(OCC(=O)N1CCCC1)c1ccco1	i	-4	-12	0	-2	5	-0.2	44	-2	-3.9
O=C(NCC(=O)N(c1ccccc1)C(C(=O)NC1CCCCC1)c1cccnc1)c1cccs1 (configuration not stated)	i	1	1	-3	4	0	0.8	52*	-4	-1.4
Cc1cc(S(=O)(=O)N(Cc2ccc(F)cc2)CC2CCCO2)ccc1-n1cnnn1 (configuration not stated)	-7.1	-14	6	4	-4	-1	-2.7	21	-1	1.5
C=CCNC(=S)Nc1ccc2cn[nH]c2c1	-0.2	-20	12	6	1	2	-0.3	-19	-18	.
CCOC(=O)c1c(C)[nH]c(C(=O)OCC(=O)Nc2cc(C)nn2-c2ccccc2)c1C	-0.7	5	-8	2	.	-1	-0.3	.	-4	0.2
CCN1CCN(Cc2ccc(NC(=O)c3ccc(C)c(NC(=O)C[C@@H]4NC(=O)[C@H](Cc5ccccc5)NC4=O)c3)cc2C(F)(F)F)CC1	-2.3	-1	-8&3	2&-6	.	-5&0	-0.5	-17	3	0.8&-0.3

Entries above that have a CF3 group, in the order listed:
SMILES	Vc quorum ag	SSB-PriA inh	MazF activator	GDH-TPI inh	3CLpro inhibitor	Mtb FBA inh	Mtb UGM inh	VHR inh abs	Rv3671c protease	Mtb BioA inh
N#CC(c1ccccn1)(c1ncc(C(F)(F)F)cc1Cl)N1CCOCC1 (configuration not stated)	-1.8	-6	4	10	2	1	1.8	35	5	-0.5
CCN1CCN(Cc2ccc(NC(=O)c3ccc(C)c(NC(=O)C[C@@H]4NC(=O)[C@H](Cc5ccccc5)NC4=O)c3)cc2C(F)(F)F)CC1	-2.3	-1	-8&3	2&-6	.	-5&0	-0.5	-17	3	0.8&-0.3
